Screening results as filed in PubChem BioAssay.
hcGAS inh: human cGAS inhibition | 290,000 tested, 0.081% active | AID 1259398 | inhibition, % at 12.5 µM | recombinant h-cGAS, ATP depletion, Kinase-Glo luminescence | Q8N884;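 also: 0% = vehicle reaction and 100% = reaction without DNA for no activity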
Target sequence (Q8N884 whole entry, looked up): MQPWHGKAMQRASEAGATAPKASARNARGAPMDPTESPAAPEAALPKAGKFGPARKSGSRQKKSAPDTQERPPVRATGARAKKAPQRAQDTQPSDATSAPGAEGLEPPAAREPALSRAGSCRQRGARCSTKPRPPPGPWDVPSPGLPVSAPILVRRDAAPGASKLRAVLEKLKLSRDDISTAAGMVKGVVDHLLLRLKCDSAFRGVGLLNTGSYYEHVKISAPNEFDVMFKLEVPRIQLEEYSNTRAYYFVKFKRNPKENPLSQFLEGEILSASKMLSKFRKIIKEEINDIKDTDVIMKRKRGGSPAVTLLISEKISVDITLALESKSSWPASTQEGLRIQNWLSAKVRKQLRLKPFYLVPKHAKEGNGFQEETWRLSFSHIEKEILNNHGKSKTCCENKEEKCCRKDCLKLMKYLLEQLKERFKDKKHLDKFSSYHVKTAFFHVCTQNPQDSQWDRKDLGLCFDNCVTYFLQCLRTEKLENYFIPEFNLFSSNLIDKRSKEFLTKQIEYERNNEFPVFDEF
NPYLR7 agonist: activates Aedes aegypti NPYLR7 receptor; activation, % at 10 µM; 270,000 tested, 0.15% active; HEK293T NPYLR7/Galpha15, GCaMP6s calcium fluorescence; in the data active = activation above about 40%;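 also: 0% = vehicle and 100% = reference agonist at the receptor; some compounds past the cut are filed as inactive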
mcGAS inh: mouse cGAS inhibition by luminescence; Q8C6L5; recombinant cGAS, Kinase-Glo ATP depletion luminescence; inhibition, % at 12.5 µM; 160,000 tested, 0.15% active; AID 1259399;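 also: 0% = negative control wells and 100% = reference inhibitor with no enzyme activity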
* marks the source's active call; other numbers are inactive results; nt = no result given. Rule as the data show it, unless noted: active = inhibition above about 40%; inactive = the rest.

Molecule	hcGAS inh	NPYLR7 agonist	mcGAS inh
C=CCc1c(O)nc(SCC(=O)N2CCOCC2)[nH]c1=O	-9.8	16.8	-1.5
CCCC(O)CN(Cc1ccccc1)Cc1ccccc1 (stereo not given)	-4.2	24.7	-4.9
CCN(CC)P1(=Nc2ccc(C)cc2C)C(=C2N(C)c3ccccc3C2(C)C)C=NN1C (stereo not given)	1.6	0.2	nt
Cc1nn2c(NC(C)C)c3c(nc2c1-c1ccccc1)CCCC3	4.4	3.4	-1.4
CCOC(=O)C1C(=N)OC2=C(C(=O)CCC2)C1c1ccco1 (stereo not given)	-7.2	-11.1	-7.5
CCN1C(=O)NC(c2ccccc2I)C(C(=O)OCCOC)=C1C (stereo not given)	-4.9	-2.4	nt
NC(=O)c1ccc(NC(=O)c2csc3c2CCC(c2ccccc2)C3)cc1 (stereo not given)	-6.8	2.1	nt
CCOc1ccccc1N1C(=O)CSC1c1cccc(NC(=O)Cc2ccccc2)c1 (stereo not given)	-5.3	nt	-4.6
O=c1oc2ccccc2c(N2CCCC2)c1CN1CCCC1	-4.6	-2.6	-1.8
Fc1cccc(CNCC2CC(c3ccc(Cl)c(Cl)c3)=NO2)c1 (stereo not given)	-2.6	2.7	-5.6
Cc1cccc(-c2nnc(NC(=O)C(NS(=O)(=O)c3cccc(C(F)(F)F)c3)C(C)C)s2)c1 (stereo not given)	-1.9	nt	-3.4
CNS(=O)(=O)c1ccc(CNC(=O)CCc2cccc(Cl)c2Cl)s1	-3.6	9.3	nt
CC(NC(=O)C1CCN(S(=O)(=O)c2cc(C(N)=O)n(C)c2)CC1)c1ccc(F)cc1 (stereo not given)	-0.8	0.7	nt
O=C(Cn1cnc([N+](=O)[O-])n1)N/N=C\c1cc(Cl)cc([N+](=O)[O-])c1O	-6.5	-8.2	0.1
COc1ccc(CN(CC(O)Cc2ccccc2)CC2CCCO2)cc1OC (stereo not given)	-5.9	16.0	-4.4
Cn1c(=O)[nH]c(=O)c2c1nc(NCCCn1ccnc1)n2CCCc1ccccc1	-2.0	-1.1	-4.1
CN(Cc1n[nH]c2c1CCCC2)c1cc(N2CCOCC2)nc(N)n1	0.4	-0.3	nt
CCOC(=O)Cn1c(=O)c2c(nc3n2CCCN3Cc2ccco2)n(C)c1=O	-11.0	nt	-7.8
CCCc1c(C(=O)N2CCCCC2)cnn1-c1cccc(Cl)c1	-5.6	-0.7	-6.9
CC(C1CCN(c2nccc(N)n2)CC1)N1CCOCC1 (stereo not given)	7.1	nt	0.8
O=C1CSC(c2ccc(Cl)cc2)N1c1ccc(O)cc1 (stereo not given)	-4.4	-5.7	nt
Cn1nnc(-c2ccc(N)c(N)c2)n1	-2.1	-4.8	nt
Cc1ccc(Nc2nc(NCc3ccco3)nc3nccnc23)cc1C	0.3	6.5	nt
Cc1ccccc1C(=O)N1C(C(=O)N2CCCC2)COC12CCN(C(=O)c1cccs1)CC2 (stereo not given)	0.3	1.5	-2.6
O=C(O)c1cc(NS(=O)(=O)c2ccc3c(c2)CCO3)ccc1Cl	-5.5	8.7	nt
CC(NS(=O)(=O)c1ccc(F)cc1)c1nnc(SCc2ccccc2)n1-c1ccc([N+](=O)[O-])cc1 (stereo not given)	-7.0	-1.0	-4.8
COc1ncccc1CNC(=O)CCC1CCCO1 (stereo not given)	-6.8	0.8	nt
O=C(c1cc(F)ccc1F)C1CCCN(C(=O)CCOc2ccccc2)C1 (stereo not given)	-11.1	10.5	nt
O=C(Cc1ccc([N+](=O)[O-])cc1)N1N=C2CCCCC2C1(O)C(F)(F)F (stereo not given)	-0.5	-12.4	nt
O=c1nc(SCc2cccc(F)c2)nc2ccccn12	-7.5	1.0	-7.7
Cc1ccc(-c2nc3ccc(C)cn3c2NC(C)(C)C)cc1	6.5	-5.8	-1.7
CCOC(=O)C1CCN(C(C)c2nc3sc4c(c3c(=O)[nH]2)CCC(C)C4)CC1 (stereo not given)	-2.0	2.7	nt
CCN(Cc1ccsc1)CC1CCCN(CCc2cccc(OC)c2)C1 (stereo not given)	-9.7	6.6	nt
Cc1cccc(-c2nnc(NC(=O)C(NC(=O)C34CC5CC(CC(C5)C3)C4)C(C)C)s2)c1 (stereo not given)	1.9	22.8	-4.1
CCC/C=C/c1cc(C)cnc1-n1cnnc1	-9.4	-0.1	nt
C#CCOCC(O)CN(CCN1CCOCC1)Cc1ccc(OC)c(OC)c1 (stereo not given)	-4.8	30.7	-5.6
COc1ccccc1NC(=O)C1=C(C)NC(=O)NC1c1ccc(N(C)C)cc1 (stereo not given)	-1.4	-1.5	-7.2
COCCN(Cc1ccc(OS(C)(=O)=O)cc1)C(=O)NCc1ccccc1	-7.0	10.1	-7.5
CC(C)Oc1cc(N2CCCC(O)C2)nc(N)n1 (stereo not given)	-7.0	nt	-11.7
COc1ccc2c(c1)C(COCc1ccc(C(=O)O)cc1)=CC(C)(C)CO2	0.8	3.9	-4.6
CCCn1cnnc1CNCC(=O)Nc1cnccn1	6.8	1.1	nt
CC1CCN(C(=O)CCc2nnc(-c3ccc(OCC4CCC4)cc3)[nH]c2=O)CC1	-8.6	nt	-5.7
CC1C(=O)N(c2ccc(Oc3ccccc3)cc2)CCN1C(=O)c1ccc(F)cc1 (stereo not given)	-3.3	0.2	-4.0
O=C(Nc1ccccc1F)N1CCc2nc(-c3ccccc3)nc(N3CCCCC3)c2C1	-2.7	22.4	-4.7
COC(=O)Cn1c(=O)c2c(nc3n(Cc4ccco4)c(C)cn23)n(C)c1=O	-0.3	3.7	nt

Random excerpt: 2 records from the list.
Molecule	hcGAS inh	NPYLR7 agonist	mcGAS inh
O=C(Nc1ccccc1F)N1CCc2nc(-c3ccccc3)nc(N3CCCCC3)c2C1	-2.7	22.4	-4.7
CCN(Cc1ccsc1)CC1CCCN(CCc2cccc(OC)c2)C1 (stereo not given)	-9.7	6.6	nt

(more compounds)
Molecule	hcGAS inh	NPYLR7 agonist	mcGAS inh
Cc1ccc2c(c1)NC(=O)C2CC(=O)NCCN1CCCOC1=O (stereo not given)	-1.0	10.6	nt
COc1cc(NC(=O)N2CCN(CC(OCc3cccc(C)c3)c3ccc(Cl)cc3)CC2)cc(OC)c1OC (stereo not given)	-3.0	nt	-5.3
O=C(CSc1ccc2nc(-c3ccccc3)cn2n1)Nc1ccccc1	-11.4	6.3	nt
COCCN(Cc1cnn(C)c1)C(=O)c1ccc(Cl)s1	-7.1	1.0	-17.1
COc1cc(NC(=O)c2ccco2)c(C(=O)NC2CC2)cc1OC	1.5	-3.6	nt
CC(C)CCn1c(CN2CCC(C)CC2)nc2c1c(=O)n(C)c(=O)n2C	-3.6	14.2	nt
CC(c1ccccc1)N(Cc1ccco1)Cc1nc(C(=O)NCc2ccc(F)cc2)co1 (stereo not given)	1.0	14.5	-2.7
C=CCn1c(=O)c2c(nc3n(-c4ccccc4)c(C)c(C)n23)n(C)c1=O	-6.3	11.6	nt
O=C(NCc1ccccc1)c1nn(CCO)c2c1CN(C1CCSC1)CC2 (stereo not given)	-16.8	19.8	-7.5
CC(C)c1n[nH]c2c1CN(C(=O)C1CCC(=O)N(C3CCCC3)C1)CC2 (stereo not given)	-4.1	-0.9	-7.9
Cc1ccnc(SCCn2c(N3CCOCC3)nc3c2c(=O)n(C)c(=O)n3C)n1	-11.8	nt	-8.6
CC(C)(C)S(=O)CCNC(=O)c1ccc(Cl)cc1 (stereo not given)	-6.1	1.4	nt
CC(Sc1n[nH]c(CCC2CCCC2)n1)c1nc(N)nc(N(C)C)n1 (stereo not given)	-3.8	0.6	nt
CC(C)(C(=O)N1CCC1(C)C(=O)Nc1cccc2ccccc12)c1ccccc1 (stereo not given)	0.5	-3.7	-3.1
COC(=O)c1ccc(C(=O)OC)c(NC(=O)COc2ccc3oc4c(c3c2)CCCC4)c1	1.5	-1.1	-0.6
O=C(CSCc1ccccc1Cl)N1CC[C@H](O)[C@@H](O)C1	2.9	-0.1	0.2
O=C(Cn1c(-c2cccnc2)nc2ccccc21)Nc1nccs1	0.8	-9.4	-5.3
CCCCC1CCC(c2ccc(-c3nc(-c4ccc([N+](=O)[O-])cc4)no3)cc2)CC1 (stereo not given)	-0.9	0.8	-3.5
COc1ccc(CC(=O)Nc2nnc(-c3cc(C)nn3C)o2)cc1	-3.5	-3.4	-8.2
Cc1nnc(-c2cccc(NC(=O)C3CCN(C(=O)c4cc(C)n(C)n4)CC3)c2)s1	2.3	5.0	-0.6
O=C(NCC1CCCN(C(=O)CC2=CCCCC2)C1)c1ccc(-c2ccccc2)cc1 (stereo not given)	-5.7	7.5	-12.9
S=c1[nH]nc(C2COc3ccccc3O2)n1-c1ccccc1 (stereo not given)	-6.9	1.1	-5.4
O=C(OCc1cc(-c2ccccc2F)on1)c1ccco1	-4.1	-1.4	nt
CCn1c(C2CCN(C(=O)c3csc(SC)n3)CC2)nn(C)c1=O	-5.4	5.9	nt
CC(C)=C1C2C=CC1C1C(=O)N(c3cc(C(F)(F)F)ccc3Cl)C(=O)C21 (stereo not given)	-0.3	0.7	-3.5
CCNC(=O)c1cccc(-c2ccccc2CO)c1	4.3	-4.4	nt
Cc1ccc2cc(CCNC(=O)C(C)C)c(=O)[nH]c2c1C	-7.8	-0.6	nt
Cc1ccccc1NS(=O)(=O)c1cccc(C(=O)Nc2ccccc2C(=O)O)c1	9.0	-19.0	32.0
c1cncc(CN(Cc2ccsc2)Cc2cccc3c2OCO3)c1	2.6	23.1	nt
COc1ccc(S(=O)(=O)Nc2ccc(S(C)(=O)=O)cc2)cc1Br	1.2	5.8	nt

Entries from the list above that contain a CF3 group (3):
Molecule	hcGAS inh	NPYLR7 agonist	mcGAS inh
Cc1cccc(-c2nnc(NC(=O)C(NS(=O)(=O)c3cccc(C(F)(F)F)c3)C(C)C)s2)c1 (stereo not given)	-1.9	nt	-3.4
O=C(Cc1ccc([N+](=O)[O-])cc1)N1N=C2CCCCC2C1(O)C(F)(F)F (stereo not given)	-0.5	-12.4	nt
CC(C)=C1C2C=CC1C1C(=O)N(c3cc(C(F)(F)F)ccc3Cl)C(=O)C21 (stereo not given)	-0.3	0.7	-3.5

Further entries
Molecule	hcGAS inh	NPYLR7 agonist	mcGAS inh
CC1(C)Cc2c(c(-c3ccco3)[nH]c(=O)c2C#N)CO1	-5.5	11.6	-4.4
Cc1cccc(C)c1OC1CN(c2ccnc(C(=O)N3CCOCC3)c2)C1	-12.2	6.1	nt
C=CCN(Cc1csc(COc2cccc(C)c2C)n1)C(=O)COC	-3.0	3.1	-6.2
O=C1CC(c2ccccc2)CC2=Nc3ccccc3NC(c3ccc([N+](=O)[O-])cc3)C12 (stereo not given)	-2.8	-3.0	-6.3
CCc1cnc(C(C)NC(=O)Cc2ccccc2OC)s1 (stereo not given)	-3.4	-2.0	-11.4
COc1ccc(-c2ccc(C(=O)NCCc3cccc(Cl)c3)s2)c(OC)c1OC	3.9	3.5	0.6
OCC1OC(n2nnc3ccccc32)C(O)C(O)C1O (stereo not given)	5.6	0.5	nt
CC(=O)N1CCC(C(=O)N2CC3(CCCCC3)CC2COCc2ccncc2)CC1 (stereo not given)	-14.9	nt	-5.7
CC1CN(C(=O)c2ccc(COCC(F)(F)F)o2)CC(C)O1 (stereo not given)	-6.5	15.5	nt
CCCc1ccccc1N1C(=O)CSC1c1cccc(NC(=O)C2CCCCC2)c1 (stereo not given)	3.0	-1.2	0.6
O=C1NC(=O)C(CCCc2ccccc2)(C2CCNCC2)N1 (stereo not given)	-5.8	31.1	-17.7
CC(CC(=O)Nc1cc(F)c(F)cc1F)NC(=O)OC(C)(C)C (stereo not given)	-5.6	1.7	nt
OC1CCN(c2ccnc(N3CCC4(CCCO4)CC3)n2)C1 (stereo not given)	-0.8	-1.0	nt
CC1(C)OC(=O)CC1C(=O)N1CCCC2(CCc3ccccc32)C1 (stereo not given)	-1.2	1.8	nt
COCCNC(=O)C1CCCN(C2CCN(Cc3ccsc3)CC2)C1 (stereo not given)	-9.6	-4.2	-12.4
O=C(Nc1cccc(F)c1)N1CCC(Cn2ccnn2)CC1	-6.1	-18.1	nt
CCc1cccc(C)c1NC(=O)N1CCN(S(=O)(=O)C2CCS(=O)(=O)C2)CC1 (stereo not given)	-3.4	-1.2	nt
C=C(C)C(O)(C(=C)C)c1ccc(CN(CCCOC)Cc2ccc(C)o2)o1	-2.7	13.5	-3.4
O=C(CCN(CCCN1CCOCC1)c1nc(C2CC2)nc2ccccc12)N1CCN(c2ccccc2F)CC1	3.3	-31.6	0.6
CC(C)N(CC(=O)N(Cc1ccccc1)Cc1cccn1Cc1ccc(F)cc1)C(=O)/C=C/c1ccccc1	-2.5	-5.7	-3.4
NC(=O)C1Cc2ccccc2N1C(=O)c1ccccc1S(=O)(=O)C(F)F (stereo not given)	-0.7	0.7	-5.7
C=CCOCC(O)CN(Cc1ccc(F)cc1)Cc1ccsc1 (stereo not given)	-9.3	20.1	-5.8
O=[N+]([O-])c1cccc(-c2nc(-c3cccnc3)no2)c1	-4.6	2.6	-2.6
COC(=O)c1ccc(CSc2nc(N)c(NC(=O)c3ccc(F)c(F)c3)c(=O)[nH]2)o1	-5.0	1.1	-6.9
CC(=O)N1CCC(C(=O)NCCc2csc(C(C)C)n2)CC1	-4.2	8.7	nt
CN(C)C(=O)N1CCC(C(=O)N2CCCC(C(=O)c3cccc4ccccc34)C2)CC1 (stereo not given)	0.3	4.7	-3.8
Cc1ccc(Oc2c(CN(CC(O)COc3ccccc3)C(C)C)c(-c3ccccc3)nn2C)cc1 (stereo not given)	-4.3	-4.3	-5.3
